TEAD-YAP inh: TEAD-YAP interaction inhibition | inhibition, % at 9.12 µM | HEK-TIYL cells, TEAD-Gal4/YAP UAS-luciferase luminescence | 1.4% of 640,000 active; in the data active means inhibition above about 32%;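 further: 0% = median of test compound wells and 100% = reference inhibitor wells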
GPR151 ag: human GPR151 activation | PathHunter beta-arrestin GPR151 cells, luminescence | activation, % at 11.2 µM | 1% of 650,000 active | Q8TDV0; in the data active means activation above about 4.9%;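 further: 0% = median of compound wells and 100% = cells with positive control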
Target sequence (Q8TDV0 whole entry, looked up): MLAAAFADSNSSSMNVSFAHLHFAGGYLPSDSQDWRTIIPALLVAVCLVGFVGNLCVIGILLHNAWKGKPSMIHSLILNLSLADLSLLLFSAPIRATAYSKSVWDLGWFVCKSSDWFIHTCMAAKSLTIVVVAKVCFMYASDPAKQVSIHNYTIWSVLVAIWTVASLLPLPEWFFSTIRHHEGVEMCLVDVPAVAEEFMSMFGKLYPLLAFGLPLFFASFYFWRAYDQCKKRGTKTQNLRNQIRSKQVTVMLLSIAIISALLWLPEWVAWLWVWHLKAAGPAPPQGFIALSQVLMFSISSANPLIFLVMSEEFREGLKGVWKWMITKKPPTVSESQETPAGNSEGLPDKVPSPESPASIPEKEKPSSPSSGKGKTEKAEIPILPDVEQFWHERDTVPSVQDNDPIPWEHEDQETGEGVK
FBW7 act: activators of human E3 ligase FBW7 | Q969H0 | AlphaScreen FBW7–phospho-cyclin E peptide binding, activator screen | normalized activity (activation), % at 26.1 µM | 0.13% of 650,000 active; in the data active means normalized activity above about 1.9%;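 further: purified mutant Fbw7 with reduced substrate affinity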
MITF inh: human MITF inhibition, primary screen; O75030; AlphaScreen MITF homodimerization, bead proximity signal; inhibition, % at 2.6 µM; 0.91% of 650,000 active; in the data active means inhibition above about 50%;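 further: 0% = vehicle wells with protein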
Target sequence (O75030 whole entry, looked up): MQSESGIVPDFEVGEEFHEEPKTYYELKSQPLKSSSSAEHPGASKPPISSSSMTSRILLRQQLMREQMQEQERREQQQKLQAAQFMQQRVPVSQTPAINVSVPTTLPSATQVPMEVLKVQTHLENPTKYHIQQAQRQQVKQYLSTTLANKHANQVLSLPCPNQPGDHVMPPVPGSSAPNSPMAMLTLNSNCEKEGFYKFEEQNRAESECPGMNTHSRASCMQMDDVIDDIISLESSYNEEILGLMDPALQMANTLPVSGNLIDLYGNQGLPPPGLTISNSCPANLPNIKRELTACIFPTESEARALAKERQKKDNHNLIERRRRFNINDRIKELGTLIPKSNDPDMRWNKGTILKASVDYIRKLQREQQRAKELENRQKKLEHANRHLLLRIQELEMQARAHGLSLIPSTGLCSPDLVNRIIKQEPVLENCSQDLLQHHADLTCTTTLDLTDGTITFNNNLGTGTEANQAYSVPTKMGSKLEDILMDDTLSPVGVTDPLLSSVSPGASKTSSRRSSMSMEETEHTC
Starred values were filed as active, the others as inactive; & = joins results of further samples.

mol	TEAD-YAP inh	GPR151 ag	FBW7 act	MITF inh
O=C(CSc1nc2ccccc2[nH]1)Nn1cnnc1	-14	-0.4	0.2	-3
O=C1CC(N2CCC(c3nc4ccccc4[nH]3)CC2)C(=O)N1Cc1ccccc1 (stereo unspecified)	-7	0.7	0.9	-18
CC1CCCCC1NC(=O)c1cccnc1SCC(=O)NCCc1ccccc1 (stereo unspecified)	-6	-1.0	-0.1	2
CC(=O)N1CCN=C1SCc1c(F)cccc1Cl	4	-1.1	0.0	4
CC1CN(C2CCCCC2)CCC1=O (stereo unspecified)	-2	0.4	0.0	1
Cc1ccc(N2CC(C(=O)O)CC2=O)c(C)c1 (stereo unspecified)	9	0.1	0.1	-6
CC(=O)c1ccc(NC(=O)CCC(=O)Oc2ccc(C)cc2)cc1	-2	0.2	-0.1	-2
COc1cc2nc(N3CCN(Cc4ccc5c(c4)OCO5)CC3)nc(Nc3cc(OC)c(OC)c(OC)c3)c2cc1OC	6	0.5	-0.1	2
Cc1nc2ccccc2c(=O)n1CC(=O)c1ccc(Cl)c(Cl)c1	-1	1.1	0.1	-15
C=CCn1c2cc(C)sc2c2cn[nH]c(=O)c21	7	-0.3	-0.2	5
Cc1ccc(NC(=O)N2CCC(NC(=O)C(C)(C)C)CC2)cc1	3	-0.7	0.1	27
COc1ccc(C(=O)Nc2ccccc2C2CC2)cc1	-39	-0.1	-0.1	-8

Record cards (already shown). Order of values: TEAD-YAP inh, GPR151 ag, FBW7 act, MITF inh
CC(=O)N1CCN=C1SCc1c(F)cccc1Cl is listed as 4, -1.1, 0.0, 4
Cc1ccc(NC(=O)N2CCC(NC(=O)C(C)(C)C)CC2)cc1 is listed as 3, -0.7, 0.1, 27

Going on with the list.
mol	TEAD-YAP inh	GPR151 ag	FBW7 act	MITF inh
Cc1cc(C)c(OCCCCNCCO)c(C)c1	-12	-0.1	0.1	8
CCOC(=O)C1=C(C)N(C)C(C)=C(C(=O)OCC)C1c1cccc(F)c1	-7	3.7	0.6	18
CCOc1ccc(CN2CCN(Cc3ccc(F)c(F)c3)C(CCO)C2)cc1CO (stereo unspecified)	5	3.5	-0.1	12
O=C(O)CN1C(=O)/C(=C\c2ccc(O)c([N+](=O)[O-])c2)SC1=S	9	-5.5	-0.3	-4
COCCCNc1ccc(S(C)(=O)=O)cc1	2	0.4	0.0	-5
Cc1cccc(OCC(=O)Nc2cccc(Br)c2)c1	-5	-0.8	-0.1	-8
COC(=O)Cn1c(=O)c2c(nc3n2CCCN3C2CCCCC2)n(C)c1=O	8	-0.7	-0.2	4
C=CCc1ccccc1OCCNCCO	9	0.9	-0.1	3
CCOc1ccc(NC2CC(=O)N(c3ccc(Cl)c(Cl)c3)C2=O)cc1 (stereo unspecified)	1	-0.5	0.1	5
CC(C)N(CCNC(=O)c1ccnc(N2CCC(N3CCOCC3)CC2)c1)C(C)C	4	-0.9	0.1	6
CCOCCOC(=O)C1=C(C)N(CC)C(=O)NC1c1ccc([N+](=O)[O-])cc1 (stereo unspecified)	4	-0.8	0.1	7
COc1ccc([N+](=O)[O-])cc1NC(=O)C1c2ccccc2C(=O)N2CCc3ccccc3C12 (stereo unspecified)	-3	-0.9	0.1	-2

Pulled by compound from the list above:
mol	TEAD-YAP inh	GPR151 ag	FBW7 act	MITF inh
COc1ccc([N+](=O)[O-])cc1NC(=O)C1c2ccccc2C(=O)N2CCc3ccccc3C12 (stereo unspecified)	-3	-0.9	0.1	-2
CCOc1ccc(NC2CC(=O)N(c3ccc(Cl)c(Cl)c3)C2=O)cc1 (stereo unspecified)	1	-0.5	0.1	5

Next part.
mol	TEAD-YAP inh	GPR151 ag	FBW7 act	MITF inh
Cc1ccc(C2CC(C(F)(F)F)n3ncc(C(=O)NCCN4CCOCC4)c3N2)cc1 (stereo unspecified)	-1	-0.4	-0.1	-6
O=C(O)c1ccc(C2Nc3ccccc3-c3nnc(SCc4ccccc4)nc3O2)cc1 (stereo unspecified)	-9	-1.9	0.1	12
CCOC(=O)C1=C(C)N=c2s/c(=C\c3cn(Cc4ccccc4C#N)c4ccccc34)c(=O)n2C1c1ccc(OC)cc1 (stereo unspecified)	-18	0.5	0.0	-5
O=C(NCCN1CCc2ccccc2C1)C1CC(=O)N(C2CCCC2)C1 (stereo unspecified)	3	-2.1	0.3	5
COc1ccc(/C=C/C(=O)c2ccccc2)c(OC)c1	-2	-1.1	0.5	1
CCCCNC(=O)CSc1ncccc1C(=O)NC(c1ccccc1)c1ccccc1	2	-1.6	-0.1	-1
Cc1cc(=O)n2nc(N3CCCC3C(=O)Nc3ccccc3C)sc2n1 (stereo unspecified)	-4	-1.4	0.2	-7
Nc1ccccc1NC(=O)c1ccccn1	-75	-6.6	-1.3	12
ClCc1csc(N/N=C/c2cccs2)n1	-14	0.1	-0.2	5
CC(=O)C1=C(C)NC(SCC(=O)O)=C(C#N)C1c1ccccc1 (stereo unspecified)	-8	0.3	0.0	14
COc1ccc(S(=O)(=O)NCC2CCCN(Cc3ccccc3Cl)C2)cc1 (stereo unspecified)	4	1.3	0.2	5
COc1cc([N+](=O)[O-])ccc1NC(=O)CSc1nnc(NCc2ccccc2)s1	-2	0.2	-0.1	-16

By substructure, the compounds so far with fluorine.
mol	TEAD-YAP inh	GPR151 ag	FBW7 act	MITF inh
CC(=O)N1CCN=C1SCc1c(F)cccc1Cl	4	-1.1	0.0	4
CCOC(=O)C1=C(C)N(C)C(C)=C(C(=O)OCC)C1c1cccc(F)c1	-7	3.7	0.6	18
CCOc1ccc(CN2CCN(Cc3ccc(F)c(F)c3)C(CCO)C2)cc1CO (stereo unspecified)	5	3.5	-0.1	12
Cc1ccc(C2CC(C(F)(F)F)n3ncc(C(=O)NCCN4CCOCC4)c3N2)cc1 (stereo unspecified)	-1	-0.4	-0.1	-6

Later entries
mol	TEAD-YAP inh	GPR151 ag	FBW7 act	MITF inh
C=CCc1ccccc1OCC(=O)N/N=C/c1cc(OC)cc(Cl)c1O	20	0.6	0.3	8
CCCCCN1C2=C(C(=O)CC(C)(C)C2)C(c2ccc(OC)cc2)C2=C1CC(C)(C)CC2=O	-5	0.3	1.3	12
Cn1c(SCc2nc(-c3cccs3)no2)nnc1-c1c[nH]c2ccccc12	-7	-0.8	-0.3	-4
COc1nc(NCCCN2CCCC2=O)nc(Nc2ccccn2)n1	5	-0.8	0.0	11
O=C(CC1C(=O)NCCN1Cc1ccccc1)NCCN1CCCCC1=O (stereo unspecified)	4	-1.5	0.3	15
O=C(Cc1ccc(Cl)cc1)Nc1ccccc1C(=O)Nc1ccc(C(=O)O)cc1	4	0.9	-0.1	19
CN1CCCC(COC(=O)C2(C)c3ccccc3-c3ccccc32)C1 (stereo unspecified)	-7	1.4	0.2	21
c1cc(-c2nc(NCCN3CCOCC3)c3ccncc3n2)ccn1	16	-1.3	0.1	-6
CCc1ccccc1NC(=O)c1ccc(S(=O)(=O)NCc2cccnc2)cc1	-5	1.7	-0.1	8
CCOc1ccc(C2C(C#N)=C(N)N(N3CCOCC3)C3=C2C(=O)CC(C)(C)C3)cc1 (stereo unspecified)	0	1.7	-0.1	2
CCOC(=O)/C(C#N)=N/Nc1cc(C(N)=O)c(Cl)cc1Cl	11	1.3	0.0	4
Cc1ccc(S(=O)(=O)N2CCCCC2C(=O)N2CCN(c3ccccc3F)CC2)cc1 (stereo unspecified)	2	1.1	0.1	-1
O=C(CSc1nnc(-c2c[nH]c3ccccc23)o1)N1CCOCC1	-48	1.9	-0.2	9
O=C(c1ccc(Cl)c(Cl)c1)N1CCc2c([nH]c3ccccc23)C1	-3	-0.1	-0.1	-1
CCC(=O)Nc1ccc(C(=O)CN2C(=O)C(=O)N(Cc3ccccc3)C2=O)cc1	-8	-1.2	0.5	8
CCCn1c2c(c(O)c(C(=O)Nc3cc(C)ccn3)c1=O)CCCC2	-2	0.5	0.0	12
c1ccc(Cn2ncc3c(Nc4ccc(-c5ccccc5)cc4)ncnc32)cc1	5	0.1	-0.1	-3
C/C(=N/NC(=O)COc1cc(C)ccc1C)c1ccc(F)cc1	-21	3.2	0.2	1
Cc1ccc(CNC(=O)C2CCN(S(=O)(=O)c3ccc4c(c3)OCC(=O)N4)CC2)cc1	-11	-1.3	0.2	2
COc1ccc(OC)c(NC(=O)CCCOc2cc(=O)n(C)c3ccccc23)c1	5	0.2	0.0	-7
Clc1ccccc1-c1ncnn1-c1ccccc1Cl	-4	1.3	-0.1	-1
CNC1=C(Cl)C(=O)c2ccccc2C1=O	-8&-2	-0.4&-0.8	0.0&-0.1	4&15
COc1ccc(C(=O)n2cnc3cc(C)c(C)cc32)cc1	-5	-1.6	-0.4	-17
CCc1ccc(C(=O)N[C@H]2C[C@H]3C(=O)N[C@@H](C)C(=O)N3C2)cc1	-5	-0.7	-0.1	-3
CC(=O)c1cccc(CN2CCN(C3CCCCC3)C(CCO)C2)c1 (stereo unspecified)	5	-1.0	0.0	8
O=C(CC1S/C(=N/N=C/c2ccccc2C(=O)O)NC1=O)Nc1ccccc1 (stereo unspecified)	6	-0.4	0.0	-2
COc1cnc(Nc2ccc(N3CCOCC3)cc2)nc1-c1ccc(S(C)(=O)=O)cc1	12	1.3	-0.6	18
CC(C(N)=S)N1C(=O)c2ccccc2C1=O (stereo unspecified)	13	1.4	-0.1	7
CC(=O)Nc1ccc(-c2csc(N)n2)cc1	12	-0.6	0.4	17
COc1ccc(Cc2nc3cc(C)c(C)cc3[nH]c2=O)cc1	-9	-0.2	0.1	9
Nc1cc(N)nc(SCC(=O)c2ccc3c(c2)NC(=O)CO3)n1	7	-0.7	0.3	5
Nc1ncnc(Nc2cc([N+](=O)[O-])ccc2F)c1[N+](=O)[O-]	-6	-1.0	0.0	-6
NC(=O)c1ccc(-c2nc(NCCO)c3ncn(CCN4CCCC4=O)c3n2)cc1	1	1.6	0.2	6
CCN=Cc1c(O)n(-c2ccccc2C)c(=O)[nH]c1=O	-4	-0.6	-0.1	-9
COc1ccc(Br)cc1/C=N/NC(=O)CNC(=O)/C=C/c1ccco1	6	-2.0	0.3	25
CS(=O)(=O)N1CCC(C(=O)Nc2ccc(Br)cc2F)CC1	0	-0.2	-0.1	3
COc1ccccc1/C=C1\C(=O)ON=C1C	-2	1.5	0.0	71*
CCOc1ccc(-n2c(CNC(=O)COc3ccccc3)nnc2SCC(=O)N2CCc3ccccc32)cc1	-4	-0.8	0.1	-16
CCC(Oc1ccccc1)C(=O)Nc1ncc(S(=O)(=O)c2ccc([N+](=O)[O-])cc2)s1 (stereo unspecified)	8	-1.6	-0.1	-19
C=CCN(C(=O)Cn1c(C(=O)OC)cc2ccsc21)c1ccccc1	-1	-0.8	-0.2	12
O=S(=O)(NCCc1csc2nc(-c3ccccc3)nn12)c1cc(F)ccc1F	3	0.4	-0.1	18
COC(=O)C1=C(C)NC2=C(C(=O)CCC2)C1c1ccc(OC)c(OC)c1 (stereo unspecified)	9	-0.9	0.0	13
CCCNc1nc(SC)nc2c1cnn2CCNC(=O)c1ccc(OC(C)C)cc1	0	0.0	0.1	4
CCOC(=O)C1C(c2ccc(C)o2)NC(=O)NC1(O)C(F)(F)F (stereo unspecified)	10	0.5	0.3	-4
O=C(Nc1ccc2c(c1)Cc1ccccc1-2)c1cc([N+](=O)[O-])ccc1Br	30	1.1	-0.1	0
O=[N+]([O-])c1ccc(N/C(=N\S(=O)(=O)c2ccc(Cl)cc2)c2ccccc2)cc1	-2	0.6	-0.1	10
COc1ccc(CCNc2nc3c(c(=O)n(C)c(=O)n3C)n2Cc2cccc(Br)c2)cc1OC	-14	0.2	-0.4	-1
CCCCOC(=O)c1cccc(NC(=O)/C=C/c2ccc(OC)cc2)c1	-10	-0.6	0.3	12
COc1cccc(-n2c(Cc3cc(=O)[nH]c(=O)[nH]3)n[nH]c2=S)c1	1	-2.8	-0.3	-19
O=C(Nc1ccc(Cl)c(Cl)c1)c1ccc(F)c(S(=O)(=O)N2CCCCC2)c1	9	0.2	0.7	7
CCOc1ccc(NC(=O)c2ccc(F)c(S(=O)(=O)N3CCCCC3C)c2)cc1 (stereo unspecified)	26	0.9	0.0	8
COc1ccc2oc(=O)c(-c3csc(CC#N)n3)cc2c1	-8	0.0	-0.1	-1
CCOC(=O)c1c(C)cc(OC)cc1O	-1	-2.2	0.1	-14
Cc1ccc(CCSc2cc(C(C)(C)C)c(F)c(C(C)(C)C)c2)cn1	-4	1.1	0.1	41
O=C1CCCN1CCCNc1ccnc(-c2csc3ccccc23)n1	-25	-0.7	0.1	-9

Source: PubChem
